Screens (PubChem BioAssay)
BH1578 lux ind = induces V. cholerae light production without autoinducers; V. cholerae BH1578 lux reporter, luminescence, 6 h; activation, % at 18.7 µM; actives 0.16% (n = 350,000); AID 588436; in the data active means activation mostly above about 9.7%, no sharp cut-off; further: not every result past the cut was called active; inactives centre near 0; reference of the scale not given here
SARS 3CLpro inh = SARS-CoV 3CLpro protease inhibition; P0C6X7; recombinant SARS-CoV 3CLpro, quenched FRET peptide cleavage; inhibition, % at 6 µM; actives 0.14% (n = 290,000); in the data active means inhibition above about 12%
FBA Mtb inh = inhibitors of M. tuberculosis fructose-bisphosphate aldolase | AID 588726 | purified M. tuberculosis FBA, fluorescence read-out | actives 2.3% (n = 360,000) | inhibition, % at 1 µM | P9WQA3; in the data active means inhibition above about 27%;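 further: 0% = vehicle and 100% = reference inhibitor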
BioA inh = blocks M. tuberculosis BioA enzyme activity. purified M. tuberculosis BioA enzyme, plate reader. inhibition, % at 9.99 µM. actives 0.096% (n = 360,000); in the data active means inhibition above about 40%
PriA SSB inh = inhibitors of Klebsiella pneumoniae PriA binding to SSB C-terminal tail | inhibition, % at 33 µM | AlphaScreen SSBct-PriA binding, biotinylated peptide | actives 0.6% (n = 430,000); in the data active means inhibition mostly above about 37%, no sharp cut-off; inactive means mostly below about 20%;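 further: plate controls were negative control peptide for no effect and reference peptide for full effect; strong numbers were not always called active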
VHR inh abs = blocks human VHR1 dual specificity phosphatase; recombinant VHR phosphatase, pNPP absorbance; inhibition, % at 13.3 µM; actives 0.52% (n = 290,000); AID 1654; in the data active means inhibition above about 50%; further: some compounds called inactive have numbers as strong as hits
Target sequence (P51452 whole entry, looked up): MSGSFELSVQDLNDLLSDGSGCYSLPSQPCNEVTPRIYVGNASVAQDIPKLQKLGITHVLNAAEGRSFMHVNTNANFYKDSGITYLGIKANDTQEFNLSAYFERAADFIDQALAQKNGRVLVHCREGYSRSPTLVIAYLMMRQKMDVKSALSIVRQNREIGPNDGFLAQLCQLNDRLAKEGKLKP
MazF activator = increases E. coli MazEF RNase cleavage of RNA | FAM/BHQ RNA-DNA oligo cleavage fluorescence, 5 h | activation, % at 20 µM | actives 0.32% (n = 350,000) | AID 504720; in the data active means activation above about 50%
Target sequence (P0AE70 whole entry, looked up): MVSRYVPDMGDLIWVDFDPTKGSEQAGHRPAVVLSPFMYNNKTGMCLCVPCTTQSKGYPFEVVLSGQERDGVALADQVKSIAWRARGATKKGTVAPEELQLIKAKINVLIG
Rv3671c protease = Rv3671c (M. tuberculosis) protease inhibition; P9WHR9; inhibition, % at 5.96 µM; actives 0.048% (n = 320,000); AID 2606; in the data active means inhibition above about 38%;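 further: extracellular domain of Rv3671c used as enzyme; 0% = enzyme with DMSO and 100% = no enzyme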
GDH-TPI counter = inhibits GDH-TPI coupling enzymes, artifact for Mtb FBA screen. GDH-TPI coupled enzyme counterscreen, NADH absorbance. inhibition, % at 4.8 µM. actives 1.2% (n = 360,000). AID 588335; in the data active means inhibition above about 30%;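 further: 0% = DMSO wells and 100% = wells lacking the enzyme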
UGM FP inh = blocks M. tuberculosis UGM enzyme; P9WIQ1; purified UGM, fluorescence polarization probe displacement; inhibition, % at 10 µM; actives 0.06% (n = 320,000); in the data active means inhibition above about 10%, passing the limit was not always enough
Target sequence (P9WIQ1 whole entry, looked up): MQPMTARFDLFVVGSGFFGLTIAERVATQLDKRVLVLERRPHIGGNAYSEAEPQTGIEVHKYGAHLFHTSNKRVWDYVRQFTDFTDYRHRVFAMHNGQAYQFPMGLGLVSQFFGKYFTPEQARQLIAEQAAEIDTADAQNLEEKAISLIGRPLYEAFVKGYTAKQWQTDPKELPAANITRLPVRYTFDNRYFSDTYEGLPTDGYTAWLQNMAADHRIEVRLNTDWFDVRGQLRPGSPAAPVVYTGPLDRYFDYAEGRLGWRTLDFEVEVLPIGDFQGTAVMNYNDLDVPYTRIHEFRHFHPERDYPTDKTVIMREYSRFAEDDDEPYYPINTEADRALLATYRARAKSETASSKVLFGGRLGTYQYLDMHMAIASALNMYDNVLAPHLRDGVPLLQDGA
* marks the source's active call; other numbers are inactive results; i = inactive; x = not tested or not shown; & = joins results of further samples.

canonical_smiles,SARS 3CLpro inh,MazF activator,UGM FP inh,BioA inh,GDH-TPI counter,Rv3671c protease,PriA SSB inh,VHR inh abs,BH1578 lux ind,FBA Mtb inh
CNC(=O)C1CC(=O)N(CCCc2ccccc2)C(=Nc2ccccc2)S1 (configuration not stated),7,-3,0.7,x,6,-6,-7,-4,-0.7,-1
C=CCN(c1ccccc1)S(=O)(=O)c1cccc(C(=O)N2CCCC2)c1,x,3,2.7,-0.7,4,-3,-3,x,i,6
CCc1ccc(-c2cc(C)no2)cc1S(=O)(=O)N1CCN(c2ccccc2OC)CC1,1,-11,-1.1,0.4,6,-8,-8,7,-0.4,-3
CC(=O)Nc1ccc(S(=O)(=O)NCc2nnnn2-c2ccc(F)cc2)cc1,x,1,-0.9,x,-4,-5,4,x,i,1
C=C(C)CNC(=S)N/N=C/C1=CCC2CC1C2(C)C (configuration not stated),3,-9,-0.5,x,1,5,x,33,-0.3,-2
CCOc1cc(/C=C2\C(=N)N3N=C(S(C)(=O)=O)SC3=NC2=O)ccc1OCCOc1cccc(OC)c1,10,-26,3.2,x,8,-24,-4,31,i,-5
CCN(c1cccc(C)c1)S(=O)(=O)c1cc2c3c(c1)CCN3C(=O)CC2,x,3,0.1,x,-4,-1,-15,x,0.7,-1
Cn1cccc1-c1nc2ccc(NC(=O)c3ccccc3)cc2[nH]1,-1,9,0.9,16,21,9,18,13,-0.2,4
O=C(CNC(=O)c1ccccc1Cl)Nc1ccncc1,x,-3,1.1,0.7,-3,-3,2,x,-1.6,1
Cc1sc2c(c1C)C(=O)NC(c1cccc(O)c1)N2 (configuration not stated),3,x,0.0,x,x,-135,x,29,x,x
CC1CCCN(C(=O)c2ccccc2OC2CCN(S(C)(=O)=O)CC2)C1 (configuration not stated),2,8,-0.1,x,3,-8,-16,-1,i,4
Cc1cccc(OCC(=O)NCc2ccc(F)cc2)c1,9,9,-3.2,0.5,7,-3,-1,-4,-1.5,1
Cc1cccc(OCc2nc(C)cc(=O)[nH]2)c1,3,-3,x,x,1,x,5,11,-0.4,1
CC(=O)c1ccc(Oc2nc(-c3cccnc3)nc3ccccc23)cc1,0,6,-0.8,-1.8,-8,-1,-20,6,-0.1,-1
CCN(C(=O)COC(=O)c1cc(C)oc1C)c1c(N)n(Cc2ccccc2)c(=O)[nH]c1=O,x,1,-1.7,-1.2,0,-4,7,x,0.9,-2
C=CCC(NCc1ccco1)c1ccc(OC)c(OC)c1 (configuration not stated),2,9,-1.1,0.2,5,5,-9,24,-0.6,1
O=C(c1ccccc1-c1nc2ccccc2[nH]1)N1CCCCC1,0,-8,0.2,-0.8,1,-3,1,10,i,-1
CC(=O)Cc1nsc(NC(=O)c2ccc(-c3cccc(Cl)c3)o2)n1,9,7,-2.3,-1.1,61*,-8,14,-11,i,4
NC(=O)c1nc(-c2ccccc2)c(-c2ccccc2)[nH]c1=O,x,-6,2.4,x,13,-1,-6,x,-0.4,67*
CCCCn1c(N)c(N(CCC(C)C)C(=O)CN2C(=O)C3CCCCC3C2=O)c(=O)[nH]c1=O (configuration not stated),-9,3,-2.5,-4.1,2,6,-8,32,i,5
COc1ccc2[nH]c3c(c2c1)CCNC3C1CC=C(C)CC1 (configuration not stated),0,24,-0.2,0.4,-4,0,17,18,5.6,1
CC(=O)C1=C(O)C(=O)N(c2ccc(O)cc2)C1c1cccc(F)c1 (configuration not stated),0,1,-0.4,-1.8,14,1,-4,-11,i,0
Cc1ccc(-n2c(C)cc(/C=N/Nc3ccc([N+](=O)[O-])cn3)c2C)cc1,3,16,-0.7,1.7,9,9,x,20,i,2
CC1CCN(C(C(=O)Nc2ccc(C(C)C)cc2)c2ccc3c(c2)OCO3)CC1 (configuration not stated),-1,-4,2.2,-0.4,6,1,-5,-8,-0.3,1
COc1ccc(OC)c(C2=CC(=O)C[C@H](c3ccc(F)cc3)C2)c1,x,-23,x,3.7,0,x,x,x,i,0

Record cards, from the list above. Screens in order: SARS 3CLpro inh | MazF activator | UGM FP inh | BioA inh | GDH-TPI counter | Rv3671c protease | PriA SSB inh | VHR inh abs | BH1578 lux ind | FBA Mtb inh
`CC(=O)Nc1ccc(S(=O)(=O)NCc2nnnn2-c2ccc(F)cc2)cc1` as listed: x | 1 | -0.9 | x | -4 | -5 | 4 | x | i | 1
`Cc1cccc(OCC(=O)NCc2ccc(F)cc2)c1` as listed: 9 | 9 | -3.2 | 0.5 | 7 | -3 | -1 | -4 | -1.5 | 1

The list goes on.
canonical_smiles,SARS 3CLpro inh,MazF activator,UGM FP inh,BioA inh,GDH-TPI counter,Rv3671c protease,PriA SSB inh,VHR inh abs,BH1578 lux ind,FBA Mtb inh
COc1ccc(C[C@H]2CN3C(=NC[C@@H]3Cc3ccc(O)cc3)N2C[C@H](C)NC(=O)c2ccc(C)c(Br)c2)cc1,x,-22,-0.7,-7.3,13,-6,x,6,i,5
Cc1ccc(C(=O)Nc2nccc(-c3cccs3)n2)cc1,-2,2,-0.2,3.6,17,-4,-5,33,-0.7,2
OC1CCC(Nc2ccn3nc(-c4cccc(Cl)c4)cc3n2)CC1 (configuration not stated),x,x,x,2.7,6,x,x,x,-0.6,34*
COc1ccc(C(CNC(=O)c2[nH]c(C)c(C(C)=O)c2C)N2CCOCC2)cc1 (configuration not stated),x,3,3.6,2.1,1,-1,-10,x,-0.5,0
COc1ccc2c(c1)C1C=CCC1C(c1cc3c(cc1Br)OCO3)N2 (configuration not stated),3,7,-1.8,-2.1,10,7,33,23,-0.5,-3
Cc1ccnc(NC(=O)C2CCCN(S(=O)(=O)c3ccc4[nH]c(=O)ccc4c3)C2)c1 (configuration not stated),-1,0,2.9,0.0,3,-8,-13,-2,i,0
O=C(NCc1ccc2c(c1)OCO2)c1nc(S(=O)(=O)Cc2ccccc2)ncc1Cl,-2,7,-1.6,-2.2,2,-3,1,46,0.3,-4
Cc1ccsc1CNc1ncnc2ccc(-c3c(C)noc3C)cc12,x,3,3.2,-2.1,11,-3,4,x,i,-1
Cc1[nH]ccc(=O)c1OCc1c(Cl)cccc1Cl,5,3,-3.2,0.5,-4,5,-12,2,-1.6,-6
CN1CCN(C(=O)c2ccc(C3SCC(=O)N3Cc3ccco3)cc2)CC1 (configuration not stated),0,-11,-0.8,0.6,5,-5,-4,26,-1.3,-4
COC(=O)c1cn(Cc2ccccn2)c(=O)c2ccccc12,0,11,4.9,0.1,9,11,-8,13,i,0
CS(=O)(=O)Nc1ccc(C2=NN(S(C)(=O)=O)C(c3ccccc3)C2)cc1 (configuration not stated),0,2,1.5,16,25,6,-16,8,-0.2,132*
O=C(COc1ccccc1)NCCc1cn2ccsc2n1,0,-1,-0.4,-0.7,8,9,-7,40,-0.2,1
C[C@@H]1CN([C@@H](C)CO)C(=O)c2cc(Br)cnc2O[C@H]1CN(C)C(=O)Nc1ccc(F)cc1,x,6,x,3.4&1.9&4.1,5,x,x,x,-2.1,1
COCc1cc(C)nc(OCC(=O)N/N=C/c2cccc(OC)c2)c1C#N,2,4,-0.1,2.5,24,2,x,13,i,20
Cn1c(=O)c2c(nc(N3CCCCCC3)n2CC(O)COc2ccccc2)n(C)c1=O (configuration not stated),2,9,-0.3,-0.6,-7,0,-18,31,-0.9,3
CCN1C(=O)N/C(=C/c2ccc(Sc3ccc(C)cc3)o2)C1=O,2,-1,1.7,-0.6,20,-3,-19,13,i,5
COc1cc(C(=S)N2CCN(C)CC2)ccc1OCC(=O)NCc1ccccc1,6,-7,6.2,x,-7,-5,-15,8,0.4,-1
O=C(c1ccc(Br)cc1)N1CCN(Cc2ccccc2)CC1,0,4,3.2,0.2,5,-6,-9,22,-0.8,-1
COc1cccc(CNC(=O)c2cc(S(=O)(=O)N3CCCC3)cn2C)c1,-1,-21,-1.3,-1.2,6,1,5,9,-0.6,1
CC(=O)Nc1ccccc1-c1nc2ccccc2nc1OCC(=O)c1ccc(Cl)cc1,-4,4,-2.0,0.1,-5,-4,-5,10,-0.5,-3
CCOC(=O)N1CCN(Cc2cc(=O)oc3cc4c(cc23)CCC4)CC1,5,4,-5.8,1.9,12,3,-14,2,-1.3,2
CC(C)C(=O)Nc1cccc(N2CCN(CCCN3C(=O)C4CCCCN4C3=O)CC2)c1 (configuration not stated),x,-2,x,-1.0,12,x,3,x,-0.9,0
NS(=O)(=O)c1ccc(NC(=O)COC(=O)CCCN2C(=O)c3cccc4cccc(c34)C2=O)cc1,x,10,-0.8,0.1,21,-13,-7,x,-2.9,17
O=C(Nc1ccc2c(c1)OCO2)Nc1ccc2c(c1)OCO2,2,2,3.1,0.1,8,1,3,-12,i,2
COCCN(CC(=O)NC1CCCCC1)C(=O)CCCC(=O)Nc1ccccn1,4,-2,-0.6,x,-3,-4,7,10,i,3
CC(NC(=O)C(=O)N1CCOCC1)C(c1cccs1)N1CCN(c2ccccc2)CC1 (configuration not stated),2,2,-2.6,0.2,3,1,-2,11,-0.3,0
N#Cc1c(Nc2ccccc2)[n+]([O-])c2ccc(Cl)cc2[n+]1[O-],x,-25,x,x,4,x,28,x,1.6,0
CCc1ccc(C2CC(c3ccc(C)cc3)Nc3nc(N)nn32)cc1 (configuration not stated),-1,2,3.2,-1.6,3,5,-2,21,-0.2,3
Cc1ccc(-c2cc3nc(-c4ccccc4)cc(N)n3n2)cc1,4,7,-1.7,-0.5,26,2,-7,13,i,29*

Entries listed so far that contain a Cl atom (seven):
canonical_smiles,SARS 3CLpro inh,MazF activator,UGM FP inh,BioA inh,GDH-TPI counter,Rv3671c protease,PriA SSB inh,VHR inh abs,BH1578 lux ind,FBA Mtb inh
O=C(CNC(=O)c1ccccc1Cl)Nc1ccncc1,x,-3,1.1,0.7,-3,-3,2,x,-1.6,1
CC(=O)Cc1nsc(NC(=O)c2ccc(-c3cccc(Cl)c3)o2)n1,9,7,-2.3,-1.1,61*,-8,14,-11,i,4
OC1CCC(Nc2ccn3nc(-c4cccc(Cl)c4)cc3n2)CC1 (configuration not stated),x,x,x,2.7,6,x,x,x,-0.6,34*
O=C(NCc1ccc2c(c1)OCO2)c1nc(S(=O)(=O)Cc2ccccc2)ncc1Cl,-2,7,-1.6,-2.2,2,-3,1,46,0.3,-4
Cc1[nH]ccc(=O)c1OCc1c(Cl)cccc1Cl,5,3,-3.2,0.5,-4,5,-12,2,-1.6,-6
CC(=O)Nc1ccccc1-c1nc2ccccc2nc1OCC(=O)c1ccc(Cl)cc1,-4,4,-2.0,0.1,-5,-4,-5,10,-0.5,-3
N#Cc1c(Nc2ccccc2)[n+]([O-])c2ccc(Cl)cc2[n+]1[O-],x,-25,x,x,4,x,28,x,1.6,0

A portion of the library. The share of hits here may be higher or lower than overall.
